Assay outcomes deposited in PubChem by Broad Institute.
RAD54 branch: RAD54 (human) branch migration inhibition. Q92698. RAD54 Holliday junction branch migration, FAM/BHQ fluorescence. inhibition, % at 10.4 µM. 360,000 compounds, 0.14% hits. AID 602329;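 active means mean normalized replicate activity at least 40 and at least half of replicates scoring 40 or more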;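 further: 0% = median of neutral control wells and 100% = median of positive control wells; inhibitors cause a drop in the FAM fluorescence signal; in these data hits start at about 50%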
RAD52 inh: inhibitors of human RAD52 DNA annealing. recombinant RAD52 DNA annealing, FRET fluorescence. inhibition, % at 18.7 µM. 360,000 compounds, 0.46% hits. AID 651710;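 active means every replicate showing at least 50% inhibition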
ERp5 block: blocks human ERp5 reductase activity on insulin. 350,000 compounds, 0.05% hits. inhibition, % at 9.99 µM. Q15084. ERp5 insulin aggregation, absorbance 650 nm, 90 min;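 active means mean replicate inhibition above about 25%, with every replicate also reaching it, limit read from the data, passing the limit was not always enough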
Target sequence (Q15084 whole entry, looked up): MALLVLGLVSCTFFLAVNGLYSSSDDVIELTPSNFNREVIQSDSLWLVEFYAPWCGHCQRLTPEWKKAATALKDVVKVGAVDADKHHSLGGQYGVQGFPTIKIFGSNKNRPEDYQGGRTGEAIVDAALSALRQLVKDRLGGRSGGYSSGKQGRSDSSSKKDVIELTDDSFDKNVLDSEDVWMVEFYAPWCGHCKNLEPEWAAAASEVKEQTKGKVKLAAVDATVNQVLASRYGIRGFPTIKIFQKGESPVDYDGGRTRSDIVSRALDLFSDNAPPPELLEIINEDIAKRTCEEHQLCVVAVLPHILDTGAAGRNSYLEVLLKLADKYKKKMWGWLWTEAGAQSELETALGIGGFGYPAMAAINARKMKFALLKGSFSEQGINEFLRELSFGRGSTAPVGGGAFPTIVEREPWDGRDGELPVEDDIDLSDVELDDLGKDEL
PglD inh: blocks C. jejuni PglD acetyltransferase activity; purified PglD enzyme, DTNB colorimetric CoA detection; inhibition, % at 12.5 µM; 360,000 compounds, 0.098% hits; AID 602405; in the data active means inhibition above about 16%, passing the limit was not always enough; further: strong numbers were not always called active
ARNT TACC3 PPI: disrupts binding between human ARNT and TACC3. Q9Y6A5. AlphaScreen His-ARNT PAS-B/GST-TACC3 binding, luminescence; TACC3 fragment carries E629A point mutation. inhibition, % at 9.99 µM. 390,000 compounds, 0.66% hits;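 active means mean inhibition of replicates at least 50% and at least half of replicates each reaching 50%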;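 further: 0% = complete ARNT plus TACC3 wells and 100% = ARNT alone without TACC3; many hits fall short of the cut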
esBAF inh: inhibitors of esBAF chromatin remodeling in mouse ES cells; Bmi1-luciferase knock-in reporter, 24 h; 100% = twice the neutral-well signal; 350,000 compounds, 2% hits; AID 602393; reporter increase, % at 12.5 µM; in the data active means activation above about 40%;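 further: 0% = median of the plate's neutral control wells and 100% = double that signal; a rise in the Bmi1 reporter signal indicates esBAF inhibition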
Casp6 inh: inhibitors of human caspase-6; P55212; purified caspase-6, Z-VEID-R110 cleavage fluorescence; inhibition, % at 12.5 µM; AID 686996; 350,000 compounds, 0.53% hits;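 active means mean inhibition across replicates at least about 35%, with every replicate also reaching that limit, limit read from the data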;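 further: 0% = median of neutral control wells and 100% = no fluorescence left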
Target sequence (P55212 24-179 limits assumed): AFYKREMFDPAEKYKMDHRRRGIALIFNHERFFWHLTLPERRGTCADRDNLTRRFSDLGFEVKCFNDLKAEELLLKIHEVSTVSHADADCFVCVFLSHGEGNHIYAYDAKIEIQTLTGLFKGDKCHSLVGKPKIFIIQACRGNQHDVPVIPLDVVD
Target sequence (P55212 194-293 limits assumed): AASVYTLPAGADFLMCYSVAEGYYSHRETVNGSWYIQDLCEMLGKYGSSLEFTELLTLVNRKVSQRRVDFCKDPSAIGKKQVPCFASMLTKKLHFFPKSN
E-sel inducer: E-selectin induction on HUVECs. AID 686992. activation, % at 7.58 µM. 260,000 compounds, 0.37% hits. HUVEC E-selectin immunofluorescence imaging; normalized: neutral wells 0, TNF-alpha wells 100. P16581;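 active means mean E-selectin-positive cell signal at least 10% of the positive control, reached in at least 60% of replicates, without over 20% cell loss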;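 further: in these data hits start at about 27%; measured in HUVEC primary endothelial cells; signal is the percent of cells scored E-selectin positive by PE staining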
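assay system = HUVEC, human umbilical vein endothelial cells | input = 3,000 HUVEC seeded per well | medium = EGM-2 growth medium on 0.1% gelatin-coated wells | dosing = one compound dose added by pin transfer | signal = immunofluorescence imaging | read-out basis = % PE-positive cells | control set = TNF-alpha, DMSO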
* = called active by the depositor; nt = not tested or not shown.

SMILES | RAD54 branch | RAD52 inh | ERp5 block | PglD inh | ARNT TACC3 PPI | esBAF inh | Casp6 inh | E-sel inducer
C[C@@H]1CCCCO[C@H](CN(C)Cc2ccc(C(F)(F)F)cc2)[C@@H](C)CN([C@@H](C)CO)C(=O)c2cc(NS(=O)(=O)c3ccc(F)cc3)ccc2O1 | -10 | nt | 1 | 0 | 1 | 6 | 3 | 1.5
Cc1ccc(NC(=O)/C(C#N)=C/c2ccc(Sc3nc(C)cc(C)n3)o2)cc1 | -8 | -56 | 3 | -3 | -21 | -3 | 5 | nt
O=C(C1CCC(CNc2nc(=S)[nH]c3ccccc23)CC1)N1CCN(c2ccccn2)CC1 (centres undefined) | -5 | nt | nt | -2 | -4 | 8 | nt | nt
C=CCSc1nnc(-c2ccncc2)n1-c1ccc(OCC)cc1 | 4 | nt | nt | 5 | -3 | -8 | nt | nt
N=c1sccn1CC(=O)Nc1ccccc1Sc1ccccc1 | nt | -8 | 1 | nt | 6 | 0 | -5 | nt
Cn1cnnc1SCC(=O)Nc1ccc2c(c1)CCC2 | 0 | -9 | 0 | 5 | -5 | 18 | -2 | nt
C=CCN(CC=C)S(=O)(=O)c1ccc2nsnc2c1 | -13 | nt | nt | 2 | -1 | -1 | nt | nt
COc1ccccc1NC(=O)CCS(=O)(=O)c1ccc2c(c1)NC(=O)C(C)S2 (centres undefined) | -11 | nt | nt | 4 | 3 | 0 | nt | nt
CCCNC(=O)C[C@@H]1CC[C@H]2[C@H](COc3ccc(NC(=O)Nc4ccccc4)cc3C(=O)N2C)O1 | -5 | nt | nt | 2 | 7 | -3 | nt | -0.1
CCC(=O)N1CCN=C1SCc1cccc(F)c1 | -3 | -7 | 3 | 0 | -2 | -2 | 0 | nt
CCc1nc2ccc(C(=O)NCCN3CCNC3=O)cn2c1N(CC)CCOC | 2 | 5 | -6 | 4 | nt | -1 | -3 | 1.6
COc1ccc(NC(=O)N(C)C[C@@H]2OCCCC[C@@H](C)Oc3ccc(NC(=O)Nc4ccc5c(c4)OCO5)cc3C(=O)N([C@H](C)CO)C[C@@H]2C)cc1 | 2 | -3 | -5 | 2 | -10 | -2 | 2 | 0.4
c1ccc2c(C(c3nnnn3-c3ccc4c(c3)OCCO4)N3CCCC3)ccnc2c1 (centres undefined) | nt | -43 | -1 | nt | nt | nt | -35 | 1.7
CCc1nc(NCC(C)C)c(C#N)c2c1COC(C)(C)C2 | -12 | nt | nt | -1 | -7 | -4 | nt | nt
CC(C)NC(=O)Nc1ccc2c(c1)C(=O)N([C@@H](C)CO)C[C@@H](C)[C@H](CN(C)S(=O)(=O)c1ccc(F)cc1)OCCCC[C@@H](C)O2 | -2 | 16 | -2 | -3 | -2 | 3 | -1 | -0.2
CC(=O)N1CCN(C(=O)c2ccc(C)c(S(=O)(=O)N3CCCCC3)c2)CC1 | 10 | 1 | 1 | 1 | -8 | 5 | 2 | nt
O=C(C[C@@H]1C[C@H]2c3cc(NS(=O)(=O)c4ccccc4)ccc3O[C@H]2[C@@H](CO)O1)N1CCCCC1 | 5 | 3 | 9 | 0 | -4 | 1 | 0 | 0.4
CC(=O)N1CCN(C(C(=O)Nc2c(C)cccc2C)c2ccccc2OC(F)(F)F)CC1 (centres undefined) | nt | -26 | -6 | nt | nt | nt | -2 | 0.0
Cc1cccc(Cn2c(SCCN3CCOCC3)nc3c2c(=O)n(C)c(=O)n3C)c1 | -1 | 5 | 14 | 1 | -1 | 9 | 2 | 2.0
CN(C(=O)CCS(=O)(=O)c1cc2c(cc1Cl)NC(=O)CO2)C1CCCCC1 | 7 | -14 | 0 | 5 | -9 | -6 | -1 | -0.7
CC(C)(C)c1ccc(-n2ncc3c2CCCC3NC(=O)CN2CCCCC2=O)cc1 (centres undefined) | 4 | 2 | -8 | -4 | -7 | -2 | -3 | 0.1
O=C(CN1C(=O)c2cccc3cccc1c23)N1CCN(c2ccccc2)CC1 | -8 | nt | nt | -4 | -6 | 1 | nt | nt
CCn1c(SCC(=O)N/N=C/c2c[nH]c3ccccc23)nnc1-c1ccc(C)cc1 | -8 | 0 | -8 | 0 | -5 | 1 | 1 | -1.4
C[C@H]1CN([C@@H](C)CO)C(=O)c2cccc(NC(=O)c3ccncc3)c2O[C@H]1CN(C)Cc1ccncc1 | 13 | 10 | 9 | 2 | 1 | 6 | 0 | 0.3

3 compounds out of the list above, sorted by the value under Casp6 inh, ascending.
Structure,Casp6 inh
CC(C)NC(=O)Nc1ccc2c(c1)C(=O)N([C@@H](C)CO)C[C@@H](C)[C@H](CN(C)S(=O)(=O)c1ccc(F)cc1)OCCCC[C@@H](C)O2,-1
O=C(C[C@@H]1C[C@H]2c3cc(NS(=O)(=O)c4ccccc4)ccc3O[C@H]2[C@@H](CO)O1)N1CCCCC1,0
Cc1cccc(Cn2c(SCCN3CCOCC3)nc3c2c(=O)n(C)c(=O)n3C)c1,2

The results go on.
SMILES | RAD54 branch | RAD52 inh | ERp5 block | PglD inh | ARNT TACC3 PPI | esBAF inh | Casp6 inh | E-sel inducer
COc1cc(CN2CCC(C(=O)NC3CCCC3)CC2)cc(Br)c1O | -10 | nt | nt | 0 | -5 | 0 | nt | nt
CN(CCOc1ccc(Br)cc1)CC(O)COc1ccc(C#N)cc1 (centres undefined) | -12 | -5 | -2 | 0 | 6 | -8 | nt | nt
Cc1ccc(S(=O)(=O)N(C)C[C@H]2Oc3ccc(NC(=O)Cc4cn(C)c5ccccc45)cc3CC(=O)N([C@H](C)CO)C[C@H]2C)cc1 | -3 | -3 | -6 | -3 | 1 | 9 | 3 | 1.2
CCOC(=O)c1nc2nc(-c3cccs3)cc(C(F)(F)F)n2n1 | 3 | nt | nt | 0 | -4 | -6 | nt | nt
O=C(CSC1=NNC(c2ccccn2)S1)Nc1ccccc1 (centres undefined) | 2 | -9 | -9 | -4 | 58* | nt | 0 | 3.6
Cc1ccc(CCC(=O)Nc2ncc(Cc3cc(Cl)ccc3Cl)s2)o1 | -7 | -18 | 13 | 4 | -38 | -15 | 2 | nt
O=C(Oc1ccc2ccccc2c1Cl)N1CCCCCC1 | nt | 1 | 0 | nt | -13 | nt | 1 | nt
Cc1coc2c1c(C)cc1oc(=O)c(CC(=O)N[C@@H](CC(C)C)C(=O)O)c(C)c12 | 3 | -15 | 0 | -4 | -19 | -5 | 8 | -0.2
CCOC(=O)N1C(=O)[C@@](c2ccc(Cl)cc2)(C(C)C)N1C(=O)OCC | 5 | -10 | -4 | 3 | 2 | 0 | 3 | -0.2
CC12CCC(=O)N1C(C(=O)NCCN1C(=O)S/C(=C\c3ccccc3Cl)C1=O)CS2 (centres undefined) | -6 | -14 | -4 | -1 | -1 | 8 | -3 | 9.6
O=C(CCN1CCN(C(=O)c2ccco2)CC1)Nc1ccc(F)cc1 | -16 | nt | nt | 4 | -3 | 8 | nt | nt
O=C1C(=O)N(Cc2cccnc2)C(c2ccccn2)/C1=C(/O)c1ccc(F)cc1 (centres undefined) | -1 | nt | nt | 2 | 10 | 2 | nt | nt
CC(C)NC(=O)Nc1ccc2c(c1)C(=O)N([C@@H](C)CO)C[C@@H](C)[C@H](CN(C)Cc1ccc(C(=O)O)cc1)OCCCC[C@H](C)O2 | 2 | -11 | -3 | -1 | 1 | 5 | -3 | -0.1
O=C(CCc1nc(-c2ccccc2F)no1)NCc1ccco1 | 0 | nt | nt | -4 | -3 | -7 | nt | nt
O=C(CCSCc1ccc(Cl)cc1)NCc1cccnc1 | nt | -4 | -1 | nt | -3 | nt | 0 | nt
Cc1cccc(C)c1NC(=S)NC(C)(C)CO | nt | -14 | -4 | nt | -1 | nt | 1 | -0.1
O=C(NCc1ccco1)c1ccccc1NS(=O)(=O)c1ccc(Cl)s1 | -4 | nt | nt | 6 | 0 | -6 | nt | nt
O=C(N/N=C/c1ccc[nH]1)c1cc2ccccc2cc1O | -2 | -20 | -2 | -1 | 10 | 53* | nt | 0.0
CC(C)C#Cc1ccc2c(c1)O[C@H](CN(C)S(C)(=O)=O)[C@@H](C)CN([C@H](C)CO)S2(=O)=O | -7 | 11 | -6 | -2 | -4 | 1 | 2 | 2.5
CCCNC(=O)C[C@H]1C[C@H]2c3cc(NC(=O)Nc4ccc(F)cc4)ccc3O[C@H]2[C@H](CO)O1 | 9 | -10 | -6 | 0 | -14 | 0 | 0 | -0.4
COc1ccc(CN(C)CC(=O)Nc2cccc(S(=O)(=O)N(C)c3ccccc3)c2)c(OC)c1 | -5 | -24 | nt | 1 | 1 | -5 | 0 | -1.7
Cc1cc(F)ccc1NC(=O)C1CCN(C(=O)Nc2ccccc2)CC1 | -2 | nt | nt | -3 | -3 | -3 | nt | nt
COc1ccc(COC(=O)NC(C(=O)O)c2ccccc2)cc1 (centres undefined) | 0 | -1 | 5 | -1 | -2 | -3 | -3 | 0.0
C[C@@H]1CN([C@H](C)CO)C(=O)Cc2cc(NC(=O)CCCN(C)C)ccc2O[C@@H]1CN(C)Cc1ccc(Oc2ccccc2)cc1 | 6 | 54 | 7 | 3 | 23 | 4 | 2 | nt
CCSc1ncc(Cl)c(C(=O)Nc2ccccc2OC)n1 | -9 | 0 | 5 | 5 | -10 | -4 | -3 | 0.5
CCOc1ccccc1NC(=O)CSc1nnc2ccc(-c3ccncc3)nn12 | nt | -17 | -4 | nt | 8 | nt | 5 | -1.3
O=S(=O)(NCc1ccccc1)c1cccc(S(=O)(=O)N2CCOCC2)c1 | 9 | nt | nt | 2 | 3 | -3 | nt | nt
C[C@H]1CN([C@@H](C)CO)C(=O)c2cccc(NC(=O)C3CC3)c2O[C@@H]1CN(C)S(=O)(=O)c1ccc(F)cc1 | -15 | -7 | -8 | -2 | -14 | -2 | -1 | -0.1
O=C(c1cccnc1)N1CC2(C1)[C@@H](c1ccccc1)[C@H](CO)N2Cc1cccnc1 | nt | 1 | 0 | nt | nt | nt | 2 | 0.0
Cc1ccc(N2CCN(/N=C/c3ccncc3)CC2)cc1 | 5 | -16 | -1 | 0 | 2 | 3 | 2 | 0.6
COCCNc1nc(NCCOc2ccccc2Cl)c2sc(-c3ccccc3)cc2n1 | 3 | 6 | 0 | -2 | nt | -2 | 0 | 3.0
COc1ccc(S(=O)(=O)N(C)C[C@@H]2Oc3ccc(NC(=O)CCCCCC(=O)Nc4ccccc4N)cc3C(=O)N([C@@H](C)CO)C[C@@H]2C)cc1 | nt | 7 | 10 | nt | nt | nt | 1 | 0.1
Cc1ccc(C(=O)N[C@H](C(=O)OCc2nnc(-c3ccccc3)o2)C(C)C)cc1 | -10 | -19 | -6 | -2 | -3 | 40 | 1 | 13
CC(C)CN1CCNC(=O)C1CC(=O)N(C)CC1CCOCC1 (centres undefined) | -18 | -27 | 7 | 2 | 3 | 3 | 2 | 0.7
Cc1nnc(NC(=O)CSc2nc3ccccc3[nH]2)s1 | nt | -17 | -1 | nt | nt | nt | -3 | 1.9
Nc1[nH]c(C(=O)c2ccccc2)c(-c2ccccc2Br)c1C(=O)NCCc1ccc(Cl)cc1Cl | nt | -25 | 8 | nt | nt | nt | 5 | 0.0
CSc1ccccc1C(=O)Nc1ccccc1C(=O)N1CCCC1 | 7 | -9 | 6 | -3 | -4 | -3 | 1 | 3.5
Cc1ccc(-c2ccc3c(c2)O[C@@H](CN(C)Cc2cccc(C(=O)O)c2)[C@@H](C)CN([C@@H](C)CO)S3(=O)=O)cc1 | -8 | 11 | 13 | -4 | -3 | 4 | 6 | 0.3
C[C@H](CO)N1C[C@H](C)[C@H](CN(C)C(=O)Nc2ccccc2)OCCCC[C@H](C)Oc2ccc(NC(=O)Nc3ccc4c(c3)OCO4)cc2C1=O | 10 | 23 | -4 | 0 | 7 | 49* | 1 | 0.0
CCCS(=O)(=O)NC(=O)C1(C)CCN(C(=O)c2ccc(SC(F)(F)F)cc2)C1 (centres undefined) | 7 | -5 | -2 | 4 | nt | 3 | -3 | 0.2
